Ecoli viability – bacterial growth inhibition, counter-screen for AddAB inhibitors. 0.27% of 330,000 active. AID 449728. E. coli V3065 growth, OD600 absorbance, 18 h. inhibition, % at 11.9 µM;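 active = inhibition above the campaign's mean inhibition across all tested compounds plus 3 SD, cut at about 9.9% in these data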;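 also: uninfected addAB+ strain grown without phage in ampicillin broth; 0% = DMSO wells and 100% = ciprofloxacin 0.95 µg/ml wells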
PfHsp90 set2 – growth inhibition of yeast expressing Plasmodium Hsp90. S. cerevisiae expressing PfHsp90, BacTiter-Glo ATP, 48 h; yeast lacking PDR1 and PDR3 efflux regulators. inhibition, % at 9.4 µM. 0.32% of 310,000 active. AID 504621;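 active = every replicate shows inhibition above about 80%, whatever the replicate mean, limit read from the data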;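 also: 0% = DMSO neutral controls and 100% = 20 µM radicicol positive controls; yeast relying on Plasmodium falciparum Hsp90 in place of its own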
AddAB inh – less growth of phage-infected E. coli with AddAB. inhibition, % at 11.9 µM. AID 435030. E. coli expressing H. pylori AddAB, absorbance growth. 0.29% of 330,000 active; in the data active = inhibition above about 12%;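 also: 0% = vehicle wells of infected cells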
HTR5A ag – counter-screen for OPRM1-OPRD1 agonists: human HTR5A agonism; activation, % at 9.3 µM; AID 504692; HTR5A agonist assay, luminescence, cell-based; 0.61% of 340,000 active; in the data active = activation mostly above about 9.5%, no sharp cut-off; inactive = mostly below about 7.6%;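 also: 0% = cells with vehicle only and 100% = reference agonist; strong numbers were not always called active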
HTR5A inv ctr – HTR5A inverse agonism, opioid heterodimer counter-screen; P47898; HTR5A cell line, luminescence; inhibition, % at 9.3 µM; 0.083% of 340,000 active; AID 504634; in the data active = inhibition mostly above about 23%, no sharp cut-off; inactive = mostly below about 18%;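 also: 0% = cells with DMSO and 100% = no-cell wells with DMSO; some compounds called inactive have numbers as strong as hits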
PKA-R1A act – activates the PKA-R1A holoenzyme complex. 0.083% of 340,000 active. PKA-R1A dissociation, Cy5-IP20 fluorescence polarization; scaled: DMSO 0%, 113 µM cGMP 100%. P00514+P68181. activation, % at 11.4 µM;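 active = percent activation above the mean of all tested compounds plus 3 SD, cut at about 19% in these data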;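 also: higher means more PKAc released from R1A so a rise in polarization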
DSG3 Ab inh – blocks pemphigus antibody binding to human desmoglein-3; DSG3-coupled beads, scFv-anti-DSG3-GFP binding, flow cytometry; hits give low values; binding (percent of control), % at 10 µM; 0.48% of 310,000 active;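 active = binding more than 3 SD below its plate's average and above zero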;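 also: hits lower antibody fragment binding to DSG3; some compounds called inactive have numbers as strong as hits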
phage Ecoli inh – E. coli growth loss with phage present | growth absorbance | AID 651602 | 0.26% of 360,000 active | inhibition, % at 11.9 µM; in the data active = inhibition above about 11%
SUMO Mot1 rescue – blocks SUMOylation pathway, rescuing yeast Mot1-301 growth. S. cerevisiae Mot1-301 growth rescue, ATP luminescence, 38.5C; percent above DMSO median, 100 means doubled. growth rescue, % at 18.8 µM. 1% of 320,000 active;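 active = every valid replicate shows activation above 250% relative to neutral control wells; inactive = the rest, any valid replicate at or below 250%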;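 also: OY570 slx delta 5 strain wells were the positive control but not used for scaling; some compounds called inactive have numbers as strong as hits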
MOR-DOR ag – OPRM1-OPRD1 heterodimerization agonism | P35372+P41143 | cells, luminescence | activation, % at 9.3 µM | 0.3% of 340,000 active | AID 504326; in the data active = activation above about 18%;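 also: 0% = vehicle-treated cells and 100% = reference agonist; values of inactives mirror those of a sister screen read the other way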
Target sequence (P35372 whole entry, looked up): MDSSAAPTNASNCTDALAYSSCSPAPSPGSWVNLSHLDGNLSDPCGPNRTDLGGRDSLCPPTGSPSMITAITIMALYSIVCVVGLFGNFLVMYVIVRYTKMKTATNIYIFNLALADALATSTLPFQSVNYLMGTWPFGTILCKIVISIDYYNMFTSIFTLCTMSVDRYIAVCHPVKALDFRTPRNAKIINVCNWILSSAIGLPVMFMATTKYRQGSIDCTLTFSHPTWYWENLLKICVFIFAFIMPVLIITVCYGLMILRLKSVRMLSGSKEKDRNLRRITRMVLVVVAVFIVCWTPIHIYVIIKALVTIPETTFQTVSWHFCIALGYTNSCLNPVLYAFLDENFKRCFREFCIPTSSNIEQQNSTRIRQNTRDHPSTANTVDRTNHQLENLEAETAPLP
Target sequence (P41143 whole entry, looked up): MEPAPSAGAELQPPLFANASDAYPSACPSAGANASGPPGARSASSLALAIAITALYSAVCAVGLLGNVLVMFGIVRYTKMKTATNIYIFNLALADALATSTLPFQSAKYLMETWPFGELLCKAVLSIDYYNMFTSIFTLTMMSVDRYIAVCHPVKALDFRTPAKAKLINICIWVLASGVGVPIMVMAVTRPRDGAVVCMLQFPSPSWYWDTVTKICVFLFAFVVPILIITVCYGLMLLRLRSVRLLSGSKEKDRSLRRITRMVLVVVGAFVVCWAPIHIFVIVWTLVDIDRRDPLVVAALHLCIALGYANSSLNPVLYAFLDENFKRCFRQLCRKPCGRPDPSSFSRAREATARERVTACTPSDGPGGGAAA
MOR-DOR inv ag – inverse agonist of human OPRM1-OPRD1 heterodimerization | AID 504357 | 0.21% of 340,000 active | cell-based MOR-DOR heterodimer luminescence, inverse agonism | inhibition, % at 9.3 µM; in the data active = inhibition above about 22%, passing the limit was not always enough;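 also: 0% = cells with DMSO and 100% = wells without cells with DMSO; values of inactives mirror those of a sister screen read the other way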
* hit, by the source's call; i = inactive; · = no result given.

SMILES	Ecoli viability	PfHsp90 set2	AddAB inh	HTR5A ag	HTR5A inv ctr	PKA-R1A act	DSG3 Ab inh	phage Ecoli inh	SUMO Mot1 rescue	MOR-DOR ag	MOR-DOR inv ag
Cc1cccc(CN2CCN(C(=O)CCl)CC2)c1	2.2	-24.1	4.0	0.8	-15.2	-12.3	83.4	1.4	3.6	-1.9	9.8
Cc1ccc(C(=O)Nc2ccccc2C(=O)NC(C(=O)O)C(C)C)cc1 (configuration not stated)	1.9	-24.0	3.9	4.0	-2.6	-0.3	106.1	2.0	0.1	-1.6	9.1
COc1ccc(-c2cn(Cc3ccc(C(N)=O)cc3)c(-c3ccc(Cl)nc3)n2)cc1	-1.2	18.9	-1.3	2.3	-7.2	9.0	98.1	2.2	10.8	-2.3	13.0
COc1cccc(-c2ccc(NC(=O)C3CCCN(Cc4cnn(C)c4C)C3)cc2)c1 (configuration not stated)	-1.6	-31.8	2.4	2.8	-17.3	-6.4	·	1.6	-8.7	0.6	-3.2
COC(=O)CNC(=O)CN1C(=O)NC2(CCCc3ccccc32)C1=O (configuration not stated)	0.4	-7.6	-1.2	1.0	-3.9	2.8	101.9	3.6	15.4	-3.2	14.9
Cc1ccc(N=Cc2cc(Br)cc(Cl)c2O)cc1	-1.1	-61.5	-0.8	6.4	-18.2	1.5	97.3	7.2	77.2	0.1	-0.3
O=C(c1c(F)cccc1F)N1CCN(c2ncccn2)CC1	-2.6	-8.2	1.1	0.0	8.7	-6.1	95.1	1.9	-29.5	-3.0	15.5
CC(=O)Nc1ccc(N(CC(=O)NC2CCCC2)C(=O)CCC(=O)Nc2cc(C)on2)cc1	-2.1	42.5	0.5	-1.5	18.9	-7.1	129.8	4.0	9.3	1.5	-8.0
Cc1csc(N/N=C/c2ccccn2)n1	1.8	1.5	2.7	1.5	-4.3	-4.3	97.4	4.4	-14.8	-0.5	2.9
CCNC(=S)NNC(=O)C1CCCCC1	0.4	17.7	-1.0	4.0	-13.7	6.2	·	1.1	8.4	-0.4	2.3

Complete entries, quoted from the list. Order of screens: Ecoli viability	PfHsp90 set2	AddAB inh	HTR5A ag	HTR5A inv ctr	PKA-R1A act	DSG3 Ab inh	phage Ecoli inh	SUMO Mot1 rescue	MOR-DOR ag	MOR-DOR inv ag
Entry for Cc1cccc(CN2CCN(C(=O)CCl)CC2)c1 : 2.2	-24.1	4.0	0.8	-15.2	-12.3	83.4	1.4	3.6	-1.9	9.8
Entry for O=C(c1c(F)cccc1F)N1CCN(c2ncccn2)CC1 : -2.6	-8.2	1.1	0.0	8.7	-6.1	95.1	1.9	-29.5	-3.0	15.5
Entry for Cc1csc(N/N=C/c2ccccn2)n1 : 1.8	1.5	2.7	1.5	-4.3	-4.3	97.4	4.4	-14.8	-0.5	2.9
Entry for COc1cccc(-c2ccc(NC(=O)C3CCCN(Cc4cnn(C)c4C)C3)cc2)c1 (configuration not stated) : -1.6	-31.8	2.4	2.8	-17.3	-6.4	·	1.6	-8.7	0.6	-3.2
Entry for COC(=O)CNC(=O)CN1C(=O)NC2(CCCc3ccccc32)C1=O (configuration not stated) : 0.4	-7.6	-1.2	1.0	-3.9	2.8	101.9	3.6	15.4	-3.2	14.9

Further structures follow.
SMILES	Ecoli viability	PfHsp90 set2	AddAB inh	HTR5A ag	HTR5A inv ctr	PKA-R1A act	DSG3 Ab inh	phage Ecoli inh	SUMO Mot1 rescue	MOR-DOR ag	MOR-DOR inv ag
Cc1cc2c(cc1C)NC1(C[C@H]3CCC(=O)N4CC[C@@H](C1)[C@@H]34)C(=NC(C)(C)CC(C)(C)C)N2 (some centres not stated)	·	3.7	·	-4.1	2.7	-4.7	98.4	2.8	·	3.2	-17.9
Cc1cc(C)n(CC(=O)N/N=C/c2cc([N+](=O)[O-])ccc2O)n1	-7.7	10.3	3.0	-4.0	-2.9	7.7	·	3.2	51.0	-2.9	14.6
CCNC(=O)CC1C(=O)N(c2ccccc2)C(=O)N1CCc1ccc(OC)cc1 (configuration not stated)	-1.8	·	0.8	0.7	-12.5	-7.7	100.0	-1.6	-28.0	-3.5	17.6
Cc1ccc(Cn2ncc3c(NN)ncnc32)cc1	·	-11.7	·	1.9	-6.9	-3.2	104.2	1.0	-7.3	-2.8	13.3
O=C1CCCC2=C1C(c1ccncc1)c1c(nc(SCc3ccccc3)[nH]c1=O)N2 (configuration not stated)	0.5	-2.5	1.1	-1.5	-12.2	-4.4	106.0	3.5	8.2	-3.1	16.1
O=C1OC(c2ccccc2)=C/C1=C/c1cccs1	-2.0	0.3	-0.8	-0.6	1.5	-0.4	94.4	2.1	58.9	0.5	-2.8
Cc1ccc(N2CC(C(=O)OCC(=O)c3ccc(C)c([N+](=O)[O-])c3)CC2=O)cc1 (configuration not stated)	1.1	17.4	0.9	-7.2	19.6	-5.7	99.0	3.4	9.5	-10.0	52.0*
Cc1cc(C)c(C)c(S(=O)(=O)NCC(=O)O)c1C	-0.7	-13.0	1.1	10.6	-37.3	0.1	101.3	3.6	-4.2	-2.8	15.2
Cc1nc(NC(=O)C2CC2)sc1C(=O)N(C)C	1.9	22.7	0.7	0.6	-1.8	2.0	102.4	1.9	12.4	-5.4	23.5
O=C(Nc1nnc(SCc2ccc(F)cc2)s1)c1cnccn1	-3.7	-26.9	-6.7	-4.0	11.0	-18.4	98.1	-2.8	-5.4	-1.9	10.2
COc1cccc(C=Nc2cc(C)on2)c1O	-0.9	·	-0.7	2.6	12.7	0.6	100.9	0.0	16.0	-1.0	6.1
CC1(NC(=O)Nc2ccccc2)CCS(=O)(=O)C1 (configuration not stated)	0.9	·	1.7	·	·	·	105.4	-0.4	244.9	·	·
C=C1c2ccccc2O[C@H](C(=O)OCC)[C@H]1OC	-0.2	1.8	0.2	1.9	-6.6	-1.0	100.8	0.1	·	-3.2	15.7
O=C(NCCCN1CCN(c2ccc(F)cc2)CC1)c1cccc(N2CCCC2=O)c1	-2.9	-6.0	-0.8	2.1	-11.7	-8.1	112.8	3.0	16.4	2.3	-13.3
COc1ccc(S(=O)(=O)Nc2ccc3c(c2)C(=O)N([C@H](C)CO)C[C@H](C)[C@@H](CN(C)S(C)(=O)=O)O3)cc1	-1.1	-7.2	3.5	1.7	-6.2	-6.3	103.3	3.9	0.4	-2.8	13.1
FC(F)(F)c1cccc(Sc2nc(-c3ccccc3)nnc2C(F)(F)F)c1	1.4	4.0	4.1	-0.9	2.6	2.7	102.2	2.5	430.9	-0.4	2.2
O=C(/C=C/c1ccccc1)NC1CC2CCC1C2 (configuration not stated)	-1.0	-6.7	-0.7	-3.7	13.4	-1.1	98.5	0.9	-8.1	0.2	-1.1
Cc1cc(C(=O)CSc2nnc(N)s2)c(C)n1Cc1ccco1	-2.6	13.9	2.2	-4.7	13.0	-18.5	97.2	2.5	-13.2	0.0	-0.1
CC(NC(=O)CN1C(=O)NC(Cc2ccccc2)(Cc2ccccc2)C1=O)C12CC3CC(CC(C3)C1)C2 (configuration not stated)	0.7	-7.8	-1.6	1.1	-3.9	-5.3	89.0	1.9	0.0	4.4	-24.1
CC1=C/C(=N\OS(=O)(=O)c2ccccc2)C(C(C)C)=CC1=O	2.8	103.7*	2.7	19.8*	-17.5	0.2	·	·	413.2*	186.1*	i
CC(O)[C@H](NC(=O)C1CCN(C(=O)[C@H](Cc2ccccc2)NC(=O)OC(C)(C)C)CC1)C(=O)O (some centres not stated)	·	-20.3	·	-1.6	5.6	-3.7	105.9	1.8	-13.2	2.0	-8.8
COC(=O)CSc1nnc(-c2ccc(S(=O)(=O)N3CCCC3)cc2)o1	0.3	-22.0	-1.0	-1.4	9.8	2.5	·	2.6	3.3	-2.1	13.2
Cc1noc(/C=C/c2ccccc2F)c1S(=O)(=O)N1CCC(C(=O)N2CCN(C)CC2)CC1	-2.8	-12.6	0.8	-5.3	-7.1	-3.9	102.4	3.1	-0.7	-2.1	10.7
FC(F)(F)c1ccccc1NC1=NCCC1	0.4	-18.2	0.3	1.9	-5.2	9.8	116.4	2.9	16.7	0.9	-4.8
COCCSc1ccccc1C(=O)NCc1ccc(S(N)(=O)=O)cc1	-1.3	-0.5	1.0	-1.3	4.2	-8.3	107.5	3.2	-7.0	-2.2	12.0
O=C(CN1C(=O)NC2(CCCCC2)C1=O)Nc1ccc(F)cc1	0.4	-20.3	4.1	1.1	10.9	8.2	100.4	2.2	0.4	-0.4	2.2
O=C(O)CCS(=O)(=O)Cc1ccccc1F	-1.1	·	-2.6	-0.9	6.0	-10.0	114.7	2.6	-4.0	1.6	-8.2
COc1cc(OC)cc(C(=O)N(CN2CCCC2=O)c2ccccc2OC)c1	0.7	2.8	1.1	3.8	-3.1	3.6	98.8	1.9	-22.2	-2.2	10.0
O=c1c([N+](=O)[O-])c(O)c2ccccc2n1Cc1ccccc1	-0.8	5.0	-0.2	-1.1	4.0	2.0	·	-0.2	11.5	-4.1	19.1
CCCc1cc(=O)[nH]c(SCC(=O)Nc2nonc2N)n1	0.2	·	2.6	6.5	-15.2	-12.5	99.4	2.1	71.3	1.3	-7.9
Cc1c(NC(=O)c2ccccc2)cccc1[N+](=O)[O-]	0.8	13.7	1.3	-0.2	21.1	-10.7	99.3	4.5	-4.7	0.3	-1.4
COc1ccc(C(=O)NCc2nnc(SCC(=O)Nc3cc(Cl)ccc3OC)o2)cc1	-0.2	-1.2	3.6	-1.2	4.4	-1.8	122.6	3.9	11.0	-0.7	3.3
COc1ccc(C2CC(=O)C(C3NCCc4ccccc43)=C(O)C2n2cncn2)cc1 (configuration not stated)	-0.4	7.8	1.3	11.1*	-30.3	7.2	99.2	-2.2	·	0.6	-3.2
CN(C)c1ccc(NC(=O)/C=C/c2c(Cl)cccc2Cl)cc1	1.6	-13.4	2.6	-2.0	-19.2	-1.1	102.9	5.0	10.1	0.1	-0.3
COc1cccc2sc(Nc3nnc(-c4ccccc4Cl)o3)nc12	-6.5	-3.8	0.0	-5.9	15.1	-7.7	96.2	0.5	-5.6	-2.4	13.2
CN1C(=O)CSc2ccc(NC(=O)N3CCc4ccccc43)cc21	-3.4	0.0	-0.1	0.7	24.0	-7.1	96.8	1.9	3.0	1.3	-7.3
COc1cc(/C=C/c2nc3ccccc3c(=O)[nH]2)cc(Br)c1O	1.1	-1.1	5.6	2.3	-5.6	-3.0	101.1	-3.8	7.2	3.0	-16.6
CN(c1cccc(Cl)c1)S(=O)(=O)c1cccc(C(=O)NN2CCOCC2)c1	2.3	1.8	-0.1	5.7	-13.9	-3.8	·	2.5	0.1	-2.4	9.7
O=C(NCc1ccncc1)C(=O)NCC1OCCCN1S(=O)(=O)c1ccc(F)cc1 (configuration not stated)	0.1	11.2	-0.3	3.9	7.3	4.4	101.0	2.8	-5.8	-2.4	12.9
CCn1c(=N)c(C(=O)NCCCOC)cc2c(=O)n3cccc(C)c3nc21	-0.7	4.4	0.3	0.9	-35.5	7.0	98.9	1.6	326.7*	-0.7	4.3
Cc1ccc2c(CN3CCCc4ccccc43)cc(=O)oc2c1C	-3.6	0.3	1.4	-0.4	-23.3	-9.5	100.1	3.8	-6.3	0.0	0.2

Bioassay records from PubChem.
